Source: PubChem BioAssay
DNMT1 inh = DNMT1 (human) enzyme inhibition; P26358; DNMT1 molecular beacon, Hinp1I cleavage, fluorescence; inhibition (reported as % activation of signal), % at 10 µM; 360,000 tested, 0.83% active; AID 588458; in the data active = inhibition above about 50%
Scp1 inh = inhibitors of human Scp-1 phosphatase. Q9GZU7. Recombinant Scp1, phosphopeptide, malachite green phosphate absorbance. inhibition, % at 20 µM. 340,000 tested, 0.88% active. AID 493091;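 active = inhibition above about 50% at 20 µM, limit read from the data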;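 also: plate controls were DMSO wells with enzyme for no effect and wells lacking enzyme for full effect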
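Times: enzyme reaction 45 min at room temperature, colour 5 min, stabilisation 30 min. Material: SCP-1 catalytic fragment, aa 76-261. Medium: Acidic Tris acetate buffer with magnesium and detergent. Signal: colorimetric free-phosphate detection, absorbance 630 nm. Read-out basis: % inhibition of SCP-1 phosphate liberation. Reagent: Phosphorylated 17-residue peptide substrate.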
NRP1-CendR mod = alters CendR peptide binding to human NRP-1. FAM-RPARPAR peptide binding to NRP-1, fluorescence polarization. inhibition, % at 25 µM. 360,000 tested, 0.85% active. AID 602438;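 active = inhibition or corrected inhibition above about 18%, plus a signal ratio from 0.5 to 1.5, limit read from the data, passing the limit was not always enough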; also: strong numbers were not always called active
Target sequence (O14786 whole entry, looked up): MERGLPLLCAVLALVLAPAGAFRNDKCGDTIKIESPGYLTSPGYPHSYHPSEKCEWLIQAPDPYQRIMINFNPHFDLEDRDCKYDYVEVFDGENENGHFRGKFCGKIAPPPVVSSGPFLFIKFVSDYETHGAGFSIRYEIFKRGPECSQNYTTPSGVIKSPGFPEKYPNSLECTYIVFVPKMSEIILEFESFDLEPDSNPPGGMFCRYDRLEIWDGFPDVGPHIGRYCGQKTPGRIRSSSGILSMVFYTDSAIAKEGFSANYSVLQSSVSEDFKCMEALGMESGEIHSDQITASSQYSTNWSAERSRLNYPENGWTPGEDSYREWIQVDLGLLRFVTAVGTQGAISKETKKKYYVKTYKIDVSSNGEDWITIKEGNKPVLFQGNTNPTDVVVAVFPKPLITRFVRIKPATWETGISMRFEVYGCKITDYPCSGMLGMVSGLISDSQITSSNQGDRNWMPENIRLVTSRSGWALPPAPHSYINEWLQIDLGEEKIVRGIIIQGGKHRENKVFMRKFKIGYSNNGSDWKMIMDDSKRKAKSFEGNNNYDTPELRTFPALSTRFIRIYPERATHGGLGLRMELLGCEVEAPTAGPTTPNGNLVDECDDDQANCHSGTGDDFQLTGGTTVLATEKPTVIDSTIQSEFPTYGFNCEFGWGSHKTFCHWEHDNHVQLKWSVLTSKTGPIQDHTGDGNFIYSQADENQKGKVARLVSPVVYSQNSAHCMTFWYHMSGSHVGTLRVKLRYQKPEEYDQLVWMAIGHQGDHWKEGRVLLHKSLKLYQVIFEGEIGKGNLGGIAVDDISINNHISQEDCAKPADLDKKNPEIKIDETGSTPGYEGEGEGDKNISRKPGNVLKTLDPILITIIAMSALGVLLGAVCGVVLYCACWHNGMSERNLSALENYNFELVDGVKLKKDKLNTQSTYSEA
LMPTP block = blocks human LMPTP phosphatase | recombinant LMPTP-A, OMFP fluorogenic substrate, fluorescence intensity | inhibition, % at 20 µM | 360,000 tested, 0.22% active | AID 651560;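 active = compounds that cut the enzyme signal by at least half of the control window in the single-dose screen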;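 also: plate controls were DMSO wells with enzyme plus substrate for no effect and substrate without enzyme for full effect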
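test system = LMPTP-A | amount = 0.625 nM LMPTP-A final | reagent = fluorogenic phosphatase substrate OMFP at 400 µM final | incubation = 50 min at room temperature | benchmarks = no-enzyme low control, uninhibited high control | medium = Bis-Tris pH 6.0, DTT, detergent | signal = fluorescence intensity of OMFP turnover product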
MsrA inhibitor = bovine MsrA inhibition; purified bovine MsrA, absorbance read-out; inhibition, % at 15.5 µM; 360,000 tested, 0.75% active; AID 651718; in the data active = inhibition above about 4.5%;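 also: 0% = vehicle wells with enzyme and 100% = reference inhibitor wells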
TbMetRS inhib = blocks T. brucei methionyl-tRNA synthetase activity | purified T. brucei MetRS, ATP depletion, Kinase-Glo luminescence | 360,000 tested, 0.4% active | inhibition, % at 11.9 µM | AID 624268;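 active = inhibition above a per-plate cutoff of the control wells' mean inhibition plus 3 SD, cut at about 5.5% in these data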;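 also: 0% = DMSO wells median and 100% = median of wells with control inhibitor compound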
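Material: parasite MetRS enzyme / Replication: singlicate, one well per compound / Signal: luminescence of leftover ATP / Schedule: 2 h aminoacylation at 25 °C after 15 min preincubation / Medium: HEPES-MgCl2-KCl buffer plus DTT, spermine, BSA, pyrophosphatase / Doses: 11.9 µM single point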
SUMO1 PPI mod = alters human SUMO1 binding to SIM partners | P63165 | SUMO1 binding to a labelled peptide, TR-FRET, 1 h | inhibition, % at 20 µM | 360,000 tested, 0.33% active | AID 602429; in the data active = inhibition above about 37%
eLon inh = E. coli protease La inhibition. inhibition, % at 7.94 µM. 360,000 tested, 0.42% active. purified E. coli Lon protease, fluorescence polarization; in the data active = inhibition above about 13%, passing the limit was not always enough;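 also: 0% = enzyme with probe and DMSO and 100% = no enzyme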
STEP inh = blocks human striatal-enriched tyrosine phosphatase | P54829 | recombinant STEP, OMFP fluorogenic substrate, fluorescence | inhibition, % at 20 µM | 360,000 tested, 0.25% active;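 active = inhibition at 20 µM, scaled per plate between control wells, above about 37%, limit read from the data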;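 also: 0% = DMSO with enzyme and substrate and 100% = substrate only without enzyme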
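System: isolated STEP enzyme; schedule: 20 min enzyme reaction at room temperature, protected from light; medium: Bis-Tris buffer pH 6.0, 2.5 mM DTT, 0.005% Tween 20; signal: fluorescence, 480/540 nm; dosing: single compound dose of 20 µM, 1% DMSO final; also added: OMFP substrate, 25 µM final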
bovine MsrA act = activates bovine MsrA enzyme. 360,000 tested, 0.3% active. purified bovine MsrA, absorbance read-out. activation, % at 10.6 µM. AID 602163; in the data active = activation above about 7.5%;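 also: 0% = vehicle and 100% = reference activator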
Numbers without * were called inactive; . = no result given.

1	COc1ccc2nc(N3C(=O)C(O)=C(C(=O)c4ccco4)C3c3ccccc3OC)sc2c1 (centres undefined)
2	O=C(COC(=O)c1cncc(Br)c1)NC1CCCCC1
3	COc1cccc(N2CCN(C(=O)CNC(=O)c3sc4ccccc4c3Cl)CC2)c1
4	Cc1ccc(C(=O)OCC(=O)NC(=O)Cc2ccccc2)c(O)c1
5	COCCCNS(=O)(=O)c1ccc2c3c(cccc13)C(=O)S2
6	O=C(C1CC1)N1CCN(c2nc3ccccc3s2)CC1
7	O=c1oc2ccccc2c(N2CCCCC2)c1[N+](=O)[O-]
8	CCOC(=O)C1(CC2CCCCO2)CCN(Cc2ccc(OC)cc2F)CC1 (centres undefined)
assay / entry	1	2	3	4	5	6	7	8
DNMT1 inh	0	-7	-3	0	-2	0	3	-1
Scp1 inh	-11	4	2	-5	-15	0	-5	-6
NRP1-CendR mod	-18	12	-6	20*	29*	4	-67	0
LMPTP block	10.0	-0.7	-0.2	0.7	-2.0	-1.6	-0.9	-0.5
MsrA inhibitor	-0.3	0.1	-0.2	-1.3	0.9	-0.2	4.0	1.4
TbMetRS inhib	0.1	-0.7	-0.5	-0.3	-0.6	0.5	0.2	-0.3
SUMO1 PPI mod	-21	4	0	2	-23	-1	3	0
eLon inh	-9	-3	-10	2	-1	-4	-5	-7
STEP inh	2	1	3	-1	2	1	-2	0
bovine MsrA act	-3	-2	-9	-2	2	1	-1	-2

9	Cc1ccc(C(=O)OCC(=O)c2cc(C)n(CC3CCCO3)c2C)cc1 (centres undefined)
10	CCCOc1ccc(N2CC(C(=O)Nc3ccccc3OC)CC2=O)cc1 (centres undefined)
11	Cc1cc(NC(=O)C(C)Oc2ccc(Cl)cc2Cl)n(-c2ccccc2)n1 (centres undefined)
12	CCOC(=O)C1=C(c2ccccc2)N=C2SCC(=O)N2C1c1ccc(OCC)c(OCC)c1 (centres undefined)
13	O=C(N(c1ccccc1)c1ccccc1)n1ccnc1
14	Cc1cc(Br)cc(C)c1NC(=O)c1ccccc1[N+](=O)[O-]
15	CC1=C(C(=O)N2CCOCC2)C(c2cc(C)cs2)NC(=O)N1 (centres undefined)
16	C/C(=N/Nc1ccccc1C(=O)O)c1cccs1
assay / entry	9	10	11	12	13	14	15	16
DNMT1 inh	-1	1	8	-2	4	1	-1	-1
Scp1 inh	-11	-8	-1	-6	-1	4	-7	-10
NRP1-CendR mod	5	-8	8	-2	1	-2	-2	-5
LMPTP block	-1.4	-0.1	-0.4	1.0	-0.8	0.1	-2.6	-1.0
MsrA inhibitor	-0.9	-0.1	-0.7	2.2	-0.5	-0.2	0.6	4.0
TbMetRS inhib	-0.1	-0.3	-1.4	0.3	-0.7	2.2	0.4	1.6
SUMO1 PPI mod	4	-3	5	1	1	-2	3	2
eLon inh	7	0	-3	0	1	-2	4	-10
STEP inh	0	-4	-1	-6	-4	-3	-2	0
bovine MsrA act	-1	-2	-5	-2	-1	-10	-3	16*

Molecules from the list above containing a carbonyl joined to an NH by a bond outside any ring, in the order listed:
2	O=C(COC(=O)c1cncc(Br)c1)NC1CCCCC1
3	COc1cccc(N2CCN(C(=O)CNC(=O)c3sc4ccccc4c3Cl)CC2)c1
4	Cc1ccc(C(=O)OCC(=O)NC(=O)Cc2ccccc2)c(O)c1
10	CCCOc1ccc(N2CC(C(=O)Nc3ccccc3OC)CC2=O)cc1 (centres undefined)
11	Cc1cc(NC(=O)C(C)Oc2ccc(Cl)cc2Cl)n(-c2ccccc2)n1 (centres undefined)
14	Cc1cc(Br)cc(C)c1NC(=O)c1ccccc1[N+](=O)[O-]
assay / entry	2	3	4	10	11	14
DNMT1 inh	-7	-3	0	1	8	1
Scp1 inh	4	2	-5	-8	-1	4
NRP1-CendR mod	12	-6	20*	-8	8	-2
LMPTP block	-0.7	-0.2	0.7	-0.1	-0.4	0.1
MsrA inhibitor	0.1	-0.2	-1.3	-0.1	-0.7	-0.2
TbMetRS inhib	-0.7	-0.5	-0.3	-0.3	-1.4	2.2
SUMO1 PPI mod	4	0	2	-3	5	-2
eLon inh	-3	-10	2	0	-3	-2
STEP inh	1	3	-1	-4	-1	-3
bovine MsrA act	-2	-9	-2	-2	-5	-10

Going on with the list:
17	COc1ccccc1/C=N/NC(=O)C(=O)Nc1ccccc1OC(F)(F)C(F)F
18	CC(C)OC(=O)[C@H]1[C@H](c2ccc(Cl)cc2)[C@@](C#N)(C(N)=O)[C@@H]2C=CC(C(N)=O)=CN21
19	Cn1c(CC(O)c2nc3ccccc3n2C)nc2ccccc21 (centres undefined)
20	O=C(N/N=C/c1ccc[nH]1)c1cc(-c2cccs2)nc2ccccc12
21	CC(C)CCNC(=O)c1cc(S(=O)(=O)N2CCCCC2)ccc1N1CCOCC1
22	O=C(OCc1c(F)cccc1Cl)c1cccc(S(=O)(=O)N2CCOCC2)c1
23	Cc1cc(Cl)ccc1C(O)c1ncc(-c2ccccc2C(F)(F)F)[nH]1 (centres undefined)
24	COc1ccc(C2Nc3ccccc3C(=O)N2O)cc1OC (centres undefined)
assay / entry	17	18	19	20	21	22	23	24
DNMT1 inh	0	-5	5	-4	3	-2	-6	-1
Scp1 inh	-12	-7	.	-13	-5	-10	.	13
NRP1-CendR mod	-11	-12	-6	-3	0	-1	-9	-6
LMPTP block	1.3	0.2	-1.2	2.7	-1.9	1.1	0.6	-2.6
MsrA inhibitor	2.3	.	0.5	4.9*	0.2	-0.3	-0.1	1.2
TbMetRS inhib	-0.3	0.3	0.0	-0.2	-0.4	0.0	-0.2	-0.7
SUMO1 PPI mod	0	-6	-4	-16	-5	11	0	0
eLon inh	-5	9	-1	-1	3	1	-5	-1
STEP inh	-3	-2	0	0	-1	-2	0	0
bovine MsrA act	-3	4	0	-2	-5	-1	-2	-1
